dFosB activator = activators of mouse delta FosB homodimer. P13346. purified delta FosB, TAMRA-CDK5 oligo fluorescence polarization; percent of positive-control signal above neutral wells. activation, % at 25 µM. hit rate 0.99% among 340,000. AID 493131;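 active means mean activation above about 17%, with every replicate also reaching it, limit read from the data, passing the limit was not always enough; inconclusive means only one of the two conditions met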;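 further: fluorescence polarization rise as delta FosB binds a TAMRA Cdk5 AP-1 oligo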
Target sequence (P13346 whole entry, looked up): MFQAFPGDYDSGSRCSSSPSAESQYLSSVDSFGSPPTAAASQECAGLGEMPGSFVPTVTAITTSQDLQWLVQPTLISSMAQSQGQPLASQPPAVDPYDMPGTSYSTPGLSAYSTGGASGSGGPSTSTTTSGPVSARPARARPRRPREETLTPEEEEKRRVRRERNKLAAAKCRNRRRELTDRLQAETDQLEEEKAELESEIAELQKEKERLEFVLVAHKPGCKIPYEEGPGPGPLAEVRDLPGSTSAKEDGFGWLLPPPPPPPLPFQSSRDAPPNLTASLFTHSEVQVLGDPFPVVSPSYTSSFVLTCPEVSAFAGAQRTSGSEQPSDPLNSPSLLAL
V-ATPase pH = alters yeast V-ATPase proton transport; response, % at 10 µM; AID 504577; hit rate 0.37% among 350,000; S. cerevisiae, pHLuorin cytosolic pH fluorescence; in the data active means response mostly above about 7.3%, no sharp cut-off; inactive means mostly below about 5.4%; further: actives read high; inactives centre near 0; some compounds called inactive have numbers as strong as hits; reference of the scale not given here
MITF TRPM1 HTS = increases MITF-driven TRPM1 promoter luciferase signal. SK-MEL-5 TRPM1-promoter luciferase, 24 h; % of positive control, neutral wells = 0. activation, % at 12.5 µM. AID 588334. hit rate 0.75% among 300,000;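 active means mean activation of at least 80% with every replicate also reaching 80%; inconclusive means mean reaches 80% but some replicate falls short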;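 further: 0% = neutral control wells and 100% = parthenolide positive control wells; values of inactives mirror those of a sister screen read the other way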
NSD2 inh = inhibitors of human histone methyltransferase NSD2 | O96028 | NSD2 peptide methylation, AlphaScreen, 120 min | inhibition, % at 12.5 µM | hit rate 0.54% among 310,000; in the data active means inhibition above about 50%
CDK5 inh = inhibitors of human CDK5/p35 kinase. AID 488839. Q00535+Q15078. hit rate 0.01% among 330,000. Recombinant CDK5/p35, ADP-Glo luminescence, 60 min. inhibition, % at 10 µM;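 active means highest replicate inhibition of at least 50% and at least 75% of replicates reaching 50%; inconclusive means only one of the two criteria met; inactive means both criteria failed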;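 further: plate controls were DMSO neutral control for no effect and GW8510 at 10 µM for full effect; many of its hits are not listed in these tables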
Target sequence (Q00535 whole entry, looked up): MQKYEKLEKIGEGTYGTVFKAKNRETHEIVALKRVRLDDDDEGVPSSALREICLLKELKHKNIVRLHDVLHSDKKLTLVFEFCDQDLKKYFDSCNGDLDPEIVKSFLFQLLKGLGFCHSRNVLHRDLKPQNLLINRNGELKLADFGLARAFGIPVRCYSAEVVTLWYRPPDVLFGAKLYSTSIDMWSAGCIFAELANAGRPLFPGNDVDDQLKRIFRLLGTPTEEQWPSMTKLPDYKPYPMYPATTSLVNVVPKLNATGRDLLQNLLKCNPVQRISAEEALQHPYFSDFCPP
Target sequence (Q15078 whole entry, looked up): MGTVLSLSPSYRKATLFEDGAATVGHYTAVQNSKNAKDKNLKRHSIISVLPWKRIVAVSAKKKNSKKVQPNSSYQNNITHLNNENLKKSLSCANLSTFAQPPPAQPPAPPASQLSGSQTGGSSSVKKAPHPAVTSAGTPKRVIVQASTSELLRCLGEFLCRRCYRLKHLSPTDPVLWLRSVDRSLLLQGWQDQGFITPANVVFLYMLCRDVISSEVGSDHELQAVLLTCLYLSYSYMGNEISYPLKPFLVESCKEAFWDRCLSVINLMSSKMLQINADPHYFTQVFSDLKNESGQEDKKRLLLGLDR
HTR5A inv ctr = inverse agonist of human HTR5A in OPRM1-OPRD1 counter-screen. inhibition, % at 9.3 µM. HTR5A cell line, luminescence, inverse agonism. P47898. hit rate 0.083% among 340,000; in the data active means inhibition mostly above about 23%, no sharp cut-off; inactive means mostly below about 18%;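 further: 0% = cells with DMSO and 100% = no-cell wells with DMSO; some compounds called inactive have numbers as strong as hits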
PvdQ acylase = P. aeruginosa PvdQ acylase inhibition. purified PvdQ acylase, fluorescence plate reader. inhibition, % at 10 µM. hit rate 0.063% among 340,000. AID 488965; in the data active means inhibition above about 30%, passing the limit was not always enough; inconclusive means no clear call, values can overlap the other calls;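 further: 0% = vehicle neutral wells and 100% = reference inhibitor wells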
HTR5A ag = activates human HTR5A in OPRM1-OPRD1 agonist counter-screen | P47898 | HTR5A agonist assay, luminescence, cell-based | activation, % at 9.3 µM | hit rate 0.61% among 340,000 | AID 504692; in the data active means activation mostly above about 9.5%, no sharp cut-off; inactive means mostly below about 7.6%;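 further: 0% = cells with vehicle only and 100% = reference agonist; strong numbers were not always called active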
SR-BI DiI inh = mouse SR-BI HDL lipid transfer inhibition; hit rate 0.96% among 320,000; inhibition, % at 12.5 µM; ldlA[mSR-BI] CHO cells, DiI-HDL uptake fluorescence, 3 h; Q61009;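 active means mean replicate inhibition of at least 70% and a set share of replicates each scoring 70 or more; inconclusive means meets just one of the two criteria; inactive means fails both criteria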;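 further: 0% = median of neutral control wells and 100% = median of positive control wells; values of inactives mirror those of a sister screen read the other way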
Wnt act = activates Wnt/beta-catenin signaling in a reporter cell assay; activator, plate reader; activation, % at 9.35 µM; hit rate 1.2% among 300,000; AID 743398; in the data active means activation above about 30%, passing the limit was not always enough; inconclusive means no clear call, values can overlap the other calls;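 further: 0% = neutral control wells and 100% = positive control wells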
* = called active by the depositor; ? = inconclusive; . = not tested or not shown.

Sample of the layout, 2 compounds:
smiles	dFosB activator	V-ATPase pH	MITF TRPM1 HTS	NSD2 inh	CDK5 inh	HTR5A inv ctr	PvdQ acylase	HTR5A ag	SR-BI DiI inh	Wnt act
COC(=O)[C@@H]1C[C@]2(Br)c3ccccc3N(S(=O)(=O)c3ccccc3)[C@@H]2N1C(=O)OC	5	8	0	.	0.8	-4	3	-1	-18	1
CCCCCC(=O)OC(CN1CCCCC1)CN1CCCC1=O (stereo not drawn)	6	0	0	-1	-2.6	8	4	2	-2	.

The listing, previewed entries included:
smiles	dFosB activator	V-ATPase pH	MITF TRPM1 HTS	NSD2 inh	CDK5 inh	HTR5A inv ctr	PvdQ acylase	HTR5A ag	SR-BI DiI inh	Wnt act
COC(=O)[C@@H]1C[C@]2(Br)c3ccccc3N(S(=O)(=O)c3ccccc3)[C@@H]2N1C(=O)OC	5	8	0	.	0.8	-4	3	-1	-18	1
CCCCCC(=O)OC(CN1CCCCC1)CN1CCCC1=O (stereo not drawn)	6	0	0	-1	-2.6	8	4	2	-2	.
COC(=O)C1=CN(C2CCCCC2)C=C(C(=O)OC)C1c1ccc2c(c1)OCO2	2	0	6	-7	-1.7	2	-12	2	35	-2
CCc1nnc(NC(=O)[C@@H](NC(=O)c2cc(OC)cc(OC)c2)C(C)C)s1	-13	5	-8	-1	0.0	4	10	-2	-10	-1
CC(OC(=O)c1ccccc1NS(=O)(=O)c1cccc(N)c1)C(=O)N(C)Cc1ccccc1 (stereo not drawn)	0	1	-4	0	0.9	-21	-7	-2	1	-7
CSc1ccccc1NC(=O)CN(C)CC(=O)Nc1ccccc1C(F)(F)F	-2	3	-12	20	-2.2	6	-9	-2	2	-1
O=C(COC(=O)CNC(=O)c1sc2ccccc2c1Cl)Nc1c(Cl)cc(Cl)cc1Cl	40*	4	0	-1	-2.3	-6	-1	2	-1	-1
O=C(N/N=C/c1ccco1)C1CC1(c1ccccc1)c1ccccc1 (stereo not drawn)	-7	1	-14	2	-0.1	10	3	2	5	-3
CSc1ccccc1NC(=O)C1CC(c2ccccc2Cl)=NO1 (stereo not drawn)	-4	-1	.	-6	0.0	-21	-1	6	-1	2
CC(C)c1nc(C(=O)N2CCCC(CCC(=O)N(C)CCc3ccccn3)C2)cs1 (stereo not drawn)	0	1	-1	-1	0.4	-23	-13	-2	-6	3
O=C(Cc1ccc(Cl)cc1)Nc1cccc2ncccc12	-11	1	7	0	-1.7	-35	-8	4	-18	-1
COc1cc2oc(=O)ccc2c(OC)c1CC(O)C(C)(C)O (stereo not drawn)	-1	0	8	.	-0.5	21	-10	-8	-9	-1
COc1cccc(CN2CCN(C(c3ccccc3)c3ccccc3)CC2)c1O	-8	-3	-13	1	0.5	2	-7	-3	-7	-1
COc1ccc(NC(=O)CN2C(=O)NC3(CCCCC3C)C2=O)cc1S(=O)(=O)N1CCOCC1 (stereo not drawn)	0	-1	1	1	-2.4	2	-19	0	-1	-3
CCN(CC)S(=O)(=O)c1ccc(CNC(=O)CN2C(=O)NC3(CCc4ccccc43)C2=O)cc1 (stereo not drawn)	-9	0	8	5	0.5	5	-10	-2	-18	0
N#Cc1nc(-c2ccccc2F)oc1NCCN1CCOCC1	-2	0	-2	.	0.7	2	-10	-1	5	-1
C[C@H]1NC(=O)[C@@]2(C)[C@@H](c3ccccc3)[C@H]3COc4ccccc4[C@@H]3N2C1=O	-3	0	5	.	0.8	-3	-13	-1	1	-3
Fc1ccc(COc2ccc(C(=S)N3CCCC3)cc2)cc1	-2	1	73	-2	1.5	3	-8	-1	-10	12
C/C(=N\O)c1ccn(S(=O)(=O)c2ccc(Cl)cc2)c1	0	0	7	2	0.1	2	-10	3	8	0
CCC(C)(C)n1nnnc1C(C(C)C)N1CCC(C(N)=O)CC1 (stereo not drawn)	-1	-6	.	-3	-0.9	-3	-10	1	-5	-1
O=C(CCNS(=O)(=O)c1ccc(F)c(F)c1)NCCN1CCOCC1	-3	1	-3	-4	-1.3	3	-10	-1	-15	-1
COc1cc(NC(=O)C2COc3ccccc3O2)c(OC)cc1Cl (stereo not drawn)	0	0	14	-4	-1.4	-21	2	-3	21	.
Cc1nc2sccc2c(=O)n1N	-2	-3	-4	.	0.3	13	-14	-2	-11	22
O=C(Nc1cccc(NC(=S)NC(=O)c2cccs2)c1)c1ccccc1	?	-2	4	21	-0.6	2	8	-1	13	-3
Cc1nc2ncnn2c(C)c1CCC(=O)N1CC(C)CC(C)C1 (stereo not drawn)	-5	1	.	-4	-1.6	-17	-6	-1	-40	4
Cc1nc(SCC(=O)N2CCc3ccccc32)n[nH]1	5	-5	11	-3	-0.8	-14	-6	5	4	.
O=S(=O)(NCc1ccccc1)c1cccc2nsnc12	2	2	1	1	-1.4	42	-8	2	-9	-1
Cc1ccc(C(=O)NCc2ccco2)cc1Br	-5	-1	1	5	0.5	-11	11	0	11	.
O=C(C1CCCCC1)N1CCc2[nH]c3ccc(F)cc3c2C1	-8	3	0	-2	-1.1	3	-1	2	2	-4
COc1cccc(C(=O)NCc2ccc(N3CCN(C(=O)OC(C)(C)C)CC3)cc2)c1	1	0	-3	-1	-1.3	6	-10	4	26	?
CC1CCCCC1NCC#CCOc1ccc(Cl)cc1 (stereo not drawn)	-10	-2	9	2	-0.4	11	1	4	-31	-3
CC(=O)Nc1cc2c(ccc3ccccc32)oc1=O	8	0	17	-1	0.3	.	-7	.	-4	1
C=CCCC(=O)Nc1nc(C)c(-c2csc(Nc3ccc(Cl)cc3)n2)s1	6	3	-21	.	-2.7	-14	5	-2	104*	-4
COc1ccc(OCCCC(=O)Nc2cc([N+](=O)[O-])ccc2C)cc1	-2	1	0	1	-1.2	-18	4	5	21	.
Cc1ccc(NC(=O)c2ccc(-n3cccn3)nc2)cc1	0	3	29	0	-0.4	1	-15	0	-11	1
Cc1oc(-c2cccs2)nc1CN1CCC(CO)(CCOc2ccccc2)CC1	-4	0	5	2	0.2	-7	7	8	.	3
CN(c1ccccc1)S(=O)(=O)c1ccc(NC(=O)c2ccc(-c3ccccc3)cc2)cc1	-8	1	-11	-4	-4.7	-3	-22	4	34	-1
COc1cccc(OC)c1C(=O)NC(=S)NCc1cccnc1	3	-1	2	3	0.1	9	6	1	22	0
COCCN(Cc1cc2cccc(C)c2n2nnnc12)C(=O)C(F)(F)F	-16	-1	-7	-1	-0.5	-24	-5	-6	-3	.
Cc1ccc(SCn2nnc3ccccc3c2=O)c(C)c1	-2	6	110*	-3	-0.4	-1	0	0	.	27
CC(C)C(=O)Nc1c2c(nn1-c1ccccc1)CSC2	3	5	2	-3	1.0	-1	-6	1	-5	2
O=C(O)c1ccc(N/N=C/c2ccc(OC(=O)c3ccccc3Cl)cc2)cc1	-10	4	-12	2	1.0	-3	22	-6	5	2
c1cnc2ncc3sccc3c2c1	-5	-4	6	0	0.1	5	-19	-2	-3	-5
CCOC(=O)NC(NC(=O)OCC)C(=O)c1ccccc1	9	0	-5	0	0.3	-6	2	2	5	.
CC(C)(C)OC(=O)N[C@H]1C=C[C@@H](OC(=O)CC(=O)OCC(F)(F)F)C1	-2	-3	0	.	0.6	-5	-15	1	6	-1
COc1ccc(NC(=O)CSc2ccc3nnc(-c4ccccn4)n3n2)c(OC)c1	0	-2	-10	-1	0.4	-9	-1	-2	-3	-1
COc1ccc(NC(=O)C(C)Oc2ccc(/C(C)=N\O)cc2)cc1 (stereo not drawn)	-6	-2	5	0	-2.9	1	-18	-4	10	-6
O=C(NCc1ccco1)c1ccc(OCC2CCCO2)cc1 (stereo not drawn)	-7	0	.	3	-2.0	-5	-12	2	1	4
CCOC(=O)/C(=N/Nc1ccccc1)Sc1nnnn1-c1ccc(C)cc1	-5	1	-1	1	2.5	-14	14	5	-2	.
CC(C)(O)C(=O)NNC(=S)Nc1ccc(F)c(Cl)c1	7	0	-4	0	3.9	0	5	0	-3	5

Next records follow.
smiles	dFosB activator	V-ATPase pH	MITF TRPM1 HTS	NSD2 inh	CDK5 inh	HTR5A inv ctr	PvdQ acylase	HTR5A ag	SR-BI DiI inh	Wnt act
CCOCCCn1c(=N)c(C(N)=S)cc2c(=O)n3cccc(C)c3nc21	-20	8	.	-2	-0.6	1	-6	-1	3	-8
Cc1cccc(NC(=O)Nc2c(C)n(C)n(-c3ccccc3)c2=O)c1C	-4	-1	-11	1	-0.8	-18	-10	7	-11	4
O=S(=O)(c1cc(F)ccc1F)N1CCC2(CC1)OCCN2S(=O)(=O)c1cccs1	3	0	-5	-4	0.4	-4	1	1	-6	-1
Oc1ccc2ccccc2c1N=Nc1nccs1	-9	1	-26	34	3.1	23	4	-7	1	-4
O=C(Cn1nc(Cc2cccnc2)c2ccccc2c1=O)N1CCN(c2ccccn2)CC1	5	-2	-4	.	1.4	-6	-13	2	14	-10
O=c1[nH]c2cc(Cl)ccc2n1-c1ccccc1	-8	-1	-4	0	0.9	12	8	-3	14	.
CCOc1cc(NC(=S)NCCOC)c(OCC)cc1NC(=O)c1ccco1	-3	2	-19	-3	1.7	8	-1	-3	31	0
COc1ccc(-c2cc(C(=O)N3CCC3)c3ccccc3n2)cc1OC	2	3	4	-2	0.0	13	-15	9	42	3
CCOC(=O)c1ccc(NC(=O)Nc2ccc(Cl)cn2)cc1	-7	-2	10	-1	-1.0	4	-8	-1	2	3
C/C(=N\NC(=O)c1ccc2ccccc2c1)c1cccs1	5	-5	38	0	0.3	2	-11	-3	5	41*
CC(C)CNC(=O)c1cc([N+](=O)[O-])ccc1N1CCCCC1	-1	1	-19	3	0.9	7	-7	-2	31	-2
CC(=O)c1ccc(NC(=O)CN(c2c(C)cccc2C)S(C)(=O)=O)cc1	-9	-1	32	-2	2.4	8	-8	-2	-3	4
COc1ccccc1C(=O)Nc1nc(N)n(-c2ccccc2)n1	-12	5	8	-3	1.4	3	-8	-2	2	.
CC(=O)N1CCN=C1SCc1cccc(C)c1	-4	-4	2	2	-1.3	-3	6	1	-30	0
CCC(C(=O)NCCC(C)C)N(Cc1ccccc1Cl)C(=O)c1snc(C(N)=O)c1N (stereo not drawn)	-15	3	6	-5	1.0	3	-10	-1	18	-3
Cc1[nH]c2ccc(F)cc2c1CCN(Cc1ccncc1)C(=S)Nc1ccc(F)cc1	1	0	.	.	1.1	7	-11	-2	47	0
COc1cccc(NC(=O)CN(C)C(=O)CSc2ncnc3sc(C)c(C)c23)c1	-10	-1	-1	-1	-0.5	-8	-18	3	-5	-6
COc1cc(OC)cc(OC(=O)C2CCN(C3=NS(=O)(=O)c4ccccc43)CC2)c1	-10	2	-3	-2	-0.7	-1	-13	4	-15	2
COc1ccc(N=CC2=C(O)CC(C)(C)CC2=O)cc1OC	2	-4	-1	0	-1.7	-7	-14	3	2	-1
CCOc1cc2oc(=O)c3c(c2cc1Cl)CCC3	-4	-4	14	-1	0.8	8	-4	3	18	2
COc1ccc(-c2noc(-c3ccccc3Cl)n2)cc1OC	-22	-2	86*	4	1.0	2	2	1	37	0
O=C(c1nn2c(C(F)(F)F)cc(-c3cccs3)nc2c1Cl)N1CCCc2ccccc21	-5	-1	-2	-2	-1.8	-9	-1	-6	-2	.

From PubChem BioAssay
